High-throughput results deposited in PubChem by National Center for Advancing Translational Sciences (NCATS).
JMJD2E inh = JMJD2E (human) inhibition; 230,000 compounds, 1.6% hits; AID 2147; JMJD2E catalytic domain, FDH-coupled NADH fluorescence (FDH is formaldehyde dehydrogenase); Potency, µM (top dose mostly 57.1 µM), for inactives: at the highest dose activity change, negative = inhibition, most hits filed as inhibitors; active = well fitted inhibition curve with a large enough effect, not every such curve was filed as active; inconclusive = small, poorly fitted or top-dose-only effect, or another doubt; inactive = no such curve, though single readings can be large or run the other way;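 also: 0% = wells with enzyme and -100% = buffer wells without enzyme; nearly all actives have a fitted effect of over 50% in size; many of its hits are not listed in these tables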
Target sequence (B2RXH2 1-337 limits assumed): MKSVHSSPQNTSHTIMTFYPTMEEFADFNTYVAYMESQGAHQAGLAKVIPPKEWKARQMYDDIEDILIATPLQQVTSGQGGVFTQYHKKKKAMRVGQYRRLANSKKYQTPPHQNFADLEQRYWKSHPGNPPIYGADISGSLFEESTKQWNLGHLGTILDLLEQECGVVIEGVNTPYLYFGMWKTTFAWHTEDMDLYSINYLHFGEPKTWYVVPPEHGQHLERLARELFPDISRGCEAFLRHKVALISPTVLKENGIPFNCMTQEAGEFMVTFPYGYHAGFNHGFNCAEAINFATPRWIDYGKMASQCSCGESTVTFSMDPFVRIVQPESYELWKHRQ
RECQ1 helicase = inhibitors of human RECQ1 DNA helicase; 240,000 compounds, 0.54% hits; AID 2549; Potency, µM (highest dose often 57.3 µM), for inactives: at the top dose activity, negative = inhibition, actives largely listed as inhibitors; RECQ1 DNA unwinding, red fluorescence kinetic read; active = well fitted inhibition curve with a large enough effect; inconclusive = small, poorly fitted or top-dose-only effect;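 also: plate controls were vehicle for no effect and no enzyme for full effect; nearly all actives have a fitted effect of over 30% in size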
Target sequence (P46063 whole entry, looked up): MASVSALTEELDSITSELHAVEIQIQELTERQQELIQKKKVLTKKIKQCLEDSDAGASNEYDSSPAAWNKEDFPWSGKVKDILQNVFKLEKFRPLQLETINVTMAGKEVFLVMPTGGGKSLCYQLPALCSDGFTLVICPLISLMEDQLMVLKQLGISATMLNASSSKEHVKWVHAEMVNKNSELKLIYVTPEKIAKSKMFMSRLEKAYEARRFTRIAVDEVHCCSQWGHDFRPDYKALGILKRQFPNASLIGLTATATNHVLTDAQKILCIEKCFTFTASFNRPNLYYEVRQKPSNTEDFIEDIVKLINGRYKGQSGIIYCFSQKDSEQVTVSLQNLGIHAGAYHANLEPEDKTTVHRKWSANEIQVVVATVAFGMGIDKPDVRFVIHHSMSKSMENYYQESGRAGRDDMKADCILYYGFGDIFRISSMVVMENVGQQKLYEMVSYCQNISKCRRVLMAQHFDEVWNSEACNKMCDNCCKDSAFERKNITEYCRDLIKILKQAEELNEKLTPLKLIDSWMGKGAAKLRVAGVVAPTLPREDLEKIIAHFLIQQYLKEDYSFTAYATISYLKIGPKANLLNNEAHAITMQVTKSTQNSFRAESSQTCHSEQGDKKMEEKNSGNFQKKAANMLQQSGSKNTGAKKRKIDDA
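RECQ1T1 50 nM; forked duplex (20 bp + 30-nt ss tails) 200 nM, ATP 2 mM final; pH 8.0, 2 mM MgCl2, 2.5 ug/ml poly(dI-dC); 15 min compound preincubation; discontinuous kinetic read over 2 h at RT.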
* marks the source's active call; other numbers are inactive results; i = inactive; ? = inconclusive. Potency is read from the fitted curve at half-maximal effect. A portion of the library; the hit share may differ from the screen's.

SMILES | JMJD2E inh | RECQ1 helicase
CC(C)(C)C(=O)N1CCN(c2ccc([N+](=O)[O-])cc2-n2cccc2)CC1 | -10.5% | -7.1%
COC(=O)c1ccc(S(=O)(=O)N2CCCN(Cc3cccc(Br)c3F)CC2)n1C | -12.5% | -15.0%
Nc1ccc2nc(SCC(=O)N3CCN(c4ccccc4)CC3)sc2c1 | -3.3% | -1.4%
O=C(Nc1nc2ccsc2c(=O)s1)c1ccc(Cl)cc1 | 5.2% | i
NS(=O)(=O)c1ccc(NNC(=O)c2ccccc2C(=O)O)cc1 | -10.3% | i
CCC(C)NC(=O)CN1C(=O)NC2NC(=O)NC21 (stereo not drawn) | 7.8% | -16.1%
CC1(C)CC(NC(=O)C(=O)NCCc2ccccc2)CC(C)(C)N1 | 2.2% | -8.3%
Cc1nc([N+](=O)[O-])cn1CC(=O)c1ccccc1 | 6.0% | -3.8%
COc1ccc(N=C2NC(=O)/C(=C/C=C/c3ccccc3)S2)cc1 | -8.9% | 17.2%
CCC(C)(C)n1nnnc1C(c1ccc2ncccc2c1)N1CCN(c2ccc(O)cc2)CC1 (stereo not drawn) | ? | -15.1%
COc1ccc(N2CC(C(=O)Nc3cc(C)ccn3)CC2=O)cc1 (stereo not drawn) | 2.1% | -13.6%
Cc1cccc2c(=O)cc(C)n(CC(N)=O)c12 | 63.3% | i
OCCN(CC#CCn1c2ccccc2c2ccccc21)CCO | -21.4% | -4.5%
CC(C)(C)NC(=O)CSc1nc2ccccc2c(=O)[nH]1 | -7.2% | -10.3%
C=CCN(c1ccccc1)S(=O)(=O)c1cccc(C(=O)OCC(=O)NCCOC)c1 | ? | -3.1%
Cc1cc(Cl)ccc1NC(=O)/C=N/O | 7.5% | 0.0%
Cc1ccc(C(C)C)c(OCC(=O)N/N=C/c2cccn2C)c1 | -4.5% | -10.3%
Cc1cc(C)nc(Oc2ccc(Br)cc2)n1 | -5.1% | -13.9%
N#CC(C#N)=Cc1ccccc1OCc1ccccc1 | -2.2% | -26.7%
COc1ccc(N2CC(C(=O)Nc3nc4ccccc4s3)CC2=O)cc1 (stereo not drawn) | -4.6% | -5.1%
NC(=O)CSc1nnc(-c2cnccn2)n1Cc1ccco1 | 9.5% | 24.9%
O=C(c1cccs1)N1CCN=C1SCc1ccc(F)cc1 | -1.1% | -1.0%
CCCCCCOC(=O)c1ccc(N)cc1 | -9.8% | -6.4%
CC(C)C12CN3CC(C(C)C)(CN(C1)C3c1ccc([N+](=O)[O-])o1)C2=O (stereo not drawn) | 4.7% | -11.8%
CN(c1ccccc1)S(=O)(=O)c1ccc(C(=O)NCc2cccs2)cc1 | 5.4% | -1.1%

Shown as a markdown table: two of the compounds above
| compound | JMJD2E inh | RECQ1 helicase |
| --- | --- | --- |
| N#CC(C#N)=Cc1ccccc1OCc1ccccc1 | -2.2% | -26.7% |
| COc1ccc(N2CC(C(=O)Nc3nc4ccccc4s3)CC2=O)cc1 (stereo not drawn) | -4.6% | -5.1% |

Full records as entered above.
`NC(=O)CSc1nnc(-c2cnccn2)n1Cc1ccco1` as listed: JMJD2E inh: 9.5%; RECQ1 helicase: 24.9%
`O=C(c1cccs1)N1CCN=C1SCc1ccc(F)cc1` as listed: JMJD2E inh: -1.1%; RECQ1 helicase: -1.0%

More structures follow:
SMILES | JMJD2E inh | RECQ1 helicase
Cc1nc2ccccc2c2c1C(=O)NC2=O | -9.7% | i
CC1=NNC(=O)C1CC(=O)N/N=C/C(Br)=C/c1ccccc1 (stereo not drawn) | 3.1% | -0.6%
NC(=O)N/N=C/c1sc(=O)n(-c2ccccc2)c1Cl | -1.4% | 0.6%
COc1ccc(COCC(O)CN2CCC(C(N)=O)CC2)cc1 (stereo not drawn) | -0.7% | -2.6%
Cn1nc(C(C)(C)C)cc1NC(=O)Nc1ccc(F)cc1F | 1.3% | i
O=C(CCNC(=O)c1ccc([N+](=O)[O-])cc1)Nc1cccc(S(=O)(=O)N2CCCCC2)c1 | 3.0% | -17.3%
Nc1nc(SCC(=O)NC2CCCC2)[nH]c(=O)c1NC(=O)c1cccs1 | -7.4% | -2.5%
O=C(O)CC/C(=N\NC(=O)CNC(=O)/C=C/c1ccccc1)c1ccccc1 | 13.5% | -2.0%
Nc1c(-c2nn[nH]n2)cnn1-c1cc(Cl)cc(Cl)c1 | 3.0% | -9.2%
O=C(Nc1ccc(NC(=O)c2cccs2)cc1)c1ccc2c(c1)OCO2 | -19.9% | -2.3%
O=C(NCc1ccc(-c2csnn2)cc1)C1CC1 | -0.6% | -5.0%
O=C(CN1CCOCC1)N/N=C/c1ccc(-c2ccc(C(=O)O)cc2)o1 | ? | 8.6%
COCCNS(=O)(=O)c1ccc2c(c1)C(=NO)c1cc(S(=O)(=O)NCCOC)ccc1-2 | ? | -14.9%
N/C(=N\c1nc(CSc2ccccn2)cc(=O)[nH]1)Nc1ccc(Cl)cc1Cl | 0.8% | -3.1%
CCCc1nnc(SCC(=O)O)n1CC | -6.2% | -8.0%
O=C(Nc1nc2ccsc2c(=O)s1)C1CCC1 | -3.9% | 11.7%
CCOC(=O)c1oc2cc(OCC(=O)OC)ccc2c(=O)c1-c1ccc(OC)c(OC)c1 | -6.9% | -0.1%
O=C(Nc1csc([N+](=O)[O-])c1)Nc1ccccc1Cl | 6.2% | -1.3%
O=C(Nc1ccc(F)cc1F)N1CCCN(CCOc2ccccc2)CC1 | -17.8% | -8.2%
COc1ccc(N(C)C(=O)c2cc3c(s2)-c2ccccc2S(=O)(=O)C3)cc1 | -0.7% | 2.6%
C=CCN1C(=O)C(CC(=O)Nc2ccccc2F)S/C1=N\c1nccs1 (stereo not drawn) | -1.7% | -4.4%
COc1ccc2[nH]c(=O)c(CN(Cc3cccnc3)Cc3nnnn3CC3CCCO3)cc2c1 (stereo not drawn) | ? | -7.4%
Cn1nnc2c[n+](CC(=O)c3ccc4ccccc4c3)cc(Br)c21 | 5.2% | 4.2%
Cc1occc1C(=O)O/N=C(\N)c1ccc(Cl)cc1 | 4.7% | -10.7%
Cc1nc(C)c(C(=O)NNC(=O)Nc2ccc(Cl)cc2)s1 | 5.5% | i

Six successive records out of the list so far:
SMILES | JMJD2E inh | RECQ1 helicase
CC(C)(C)C(=O)N1CCN(c2ccc([N+](=O)[O-])cc2-n2cccc2)CC1 | -10.5% | -7.1%
COC(=O)c1ccc(S(=O)(=O)N2CCCN(Cc3cccc(Br)c3F)CC2)n1C | -12.5% | -15.0%
Nc1ccc2nc(SCC(=O)N3CCN(c4ccccc4)CC3)sc2c1 | -3.3% | -1.4%
O=C(Nc1nc2ccsc2c(=O)s1)c1ccc(Cl)cc1 | 5.2% | i
NS(=O)(=O)c1ccc(NNC(=O)c2ccccc2C(=O)O)cc1 | -10.3% | i
CCC(C)NC(=O)CN1C(=O)NC2NC(=O)NC21 (stereo not drawn) | 7.8% | -16.1%

Further results.
SMILES | JMJD2E inh | RECQ1 helicase
Cc1[nH]c2ccccc2c1/C=C/c1nc2ccccc2c(=O)[nH]1 | -12.5% | -28.0%
N/C(=N\OC(=O)COc1ccc(Br)cc1)c1cccc([N+](=O)[O-])c1 | -3.4% | i
CN(C(=O)c1ccc2c(=O)n3c(nc2c1)CCCCC3)c1ccccc1Cl | -2.1% | -6.8%
Cc1nc(S(=O)(=O)Nc2ccc3c(c2)OCCO3)cn1C | -2.8% | i
COCCCN(Cc1ccco1)C(=O)Cn1ncc2c(=O)oc3ccc(C)cc3c21 | 2.7% | -3.8%
Cc1ccc(N2CC(=O)Nc3c(oc4nc(-c5ccccc5)cc(C)c34)C2=O)cc1 | -7.5% | -3.4%
O=c1[nH]nc(-c2ccc(F)cc2)cc1Cc1ccccn1 | -25.0% | 0.2%
CCOC(=O)N1CCN(c2c(NCc3ccc(F)cc3)c(=O)c2=O)CC1 | 5.5% | -1.5%
CC1CCN(c2c(NCC3CCC(C(=O)NCc4ccc(F)cc4)CC3)c(=O)c2=O)CC1 (stereo not drawn) | -0.7% | -8.1%
CN(C)c1ccc(P(=O)(OC2CCCCC2)C(Nc2ccccc2)c2cccnc2)cc1 (stereo not drawn) | -21.4% | 2.7%
Cc1nnsc1C(=O)NC(=O)Nc1ccc(F)c(Cl)c1 | -25.3% | -10.4%
O=C(Nc1nc2ccsc2c(=O)s1)c1ccco1 | -5.8% | 2.1%
O=C1CS/C(=N/N=C/c2cccs2)N1Cc1ccc(F)cc1 | -0.9% | i
COc1ccc(C(=O)[C@H]2[C@H]3C(=O)N(c4ccc(C)cc4)C(=O)[C@H]3C3C=CC=NN32)cc1 (stereo partly drawn) | ? | -29.4%
CCOCCc1c(O)nc(SCC)[nH]c1=O | 8.8% | -0.3%
CCOc1ccc2[nH]c3c(NCCc4ccc(OC)c(OC)c4)ncnc3c2c1 | ? | -18.3%
Cc1nc(CCNC(=O)c2cc(COc3ccc(F)cc3Cl)on2)sc1C | ? | 0.4%
C(=N\Nc1nc2ccccc2[nH]1)/c1ccc2ncccc2c1 | 8.2% | -6.2%
CN1CCSc2ccc(C(=O)Nc3ccc(Cl)cc3)cc21 | ? | -6.4%
COc1cc(/C=C2/SC(=S)N(CC(=O)O)C2=O)ccc1OC(=O)c1cccs1 | 0.0% | i
Cc1cc(C)c(C#N)c(SCCS(=O)(=O)c2ccc(Cl)cc2)n1 | 4.5% | -20.6%
CC(C(Sc1ccccc1N)c1ccccc1)[N+](=O)[O-] (stereo not drawn) | 11.2µM* | i
Cc1cc(C(=O)N/N=C/c2c(C)[nH]c3ccccc23)n[nH]1 | -14.3% | 5.5%
COc1cccc(-c2c3c([nH]c(=O)c2C#N)CCc2cc(OC)ccc2-3)c1 | 0.9% | -0.8%
COC(=O)c1ccc(N2C(=O)CC(SCC(=O)Nc3ccc(OC)cc3)C2=O)cc1 (stereo not drawn) | -1.2% | -3.3%
(next part)
SMILES | JMJD2E inh | RECQ1 helicase
O=C(NCCc1csc(-c2cccnc2)n1)c1ccccc1Br | ? | i
O=C(Nc1ccc(F)cc1)c1nc2c(nnn2Cc2cccc3ccccc23)c(=O)[nH]1 | 6.5% | i
Clc1ccc2nc(-c3ccccc3)nc(C(Cl)Cl)c2c1 | -1.6% | 26.7%
CN(C)/C=N/N(C)c1ncccc1[N+](=O)[O-] | 5.0% | -0.5%
O=C(COC(=O)CCC(=O)c1ccc(F)cc1)Nc1cccc(S(=O)(=O)N2CCCC2)c1 | 7.8% | i
Cc1ccc(-n2nc(C)c(=O)c(-c3ccccc3)c2NC(=O)c2cccs2)cc1 | -5.1% | -7.8%
O=C(Cn1c(=O)oc2cc(S(=O)(=O)NCc3ccccc3)ccc21)N1CCCC1 | -8.3% | -7.1%
NCCCCCC(=O)Nc1ccncc1 | -6.4% | 7.8%
COCCNC(=O)C(=O)NCC1OCCN1S(=O)(=O)c1ccc2c(c1)OCCO2 (stereo not drawn) | 2.2% | -3.4%
CC1CC(C)(C)N2C(=O)C(=C(C#N)C#N)c3cccc1c32 (stereo not drawn) | -18.0% | -4.1%
CC(C)c1c(O)nc(SCCOc2ccc(Cl)cc2)[nH]c1=O | 0.2% | -1.9%
O=C(N/N=C/c1ccc(O)c([N+](=O)[O-])c1)c1ccncc1 | -21.0% | i
CC12CN3CC(C)(CN(C1)C3c1ccc3c(c1)OCO3)C2O (stereo not drawn) | 5.7% | i
COc1ccc2c(c1)O/C(=C\c1ccco1)C2=O | ? | ?
CN1CCN(C(=O)CCC(=O)O)CC1 | 3.7% | -9.2%
CCOC(=O)C1=C(N)N2C(=O)C(C)SC2=C(C(=O)OCC)C1c1cc(OC)c(OC)c(OC)c1 (stereo not drawn) | -1.5% | i
CC(Nc1c([N+](=O)[O-])c(=O)oc2ccccc12)c1ccccc1 (stereo not drawn) | -7.6% | -10.7%
